# OX1R antag: antagonists of human orexin 1 receptor (OX1R). OX1R-expressing cells, FRET antagonist read-out. Orexin/Hypocretin receptor type 1 (Homo sapiens), O43613. AID 485270, 2010. inhibition, % at 6.6 µM. 1.8% of 330,000 active; in the data active = inhibition mostly above about 38%, no sharp cut-off; inactive = mostly below about 40%;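 note: 0% = agonist challenge alone and 100% = reference antagonist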
# Target sequence (O43613 whole entry, looked up): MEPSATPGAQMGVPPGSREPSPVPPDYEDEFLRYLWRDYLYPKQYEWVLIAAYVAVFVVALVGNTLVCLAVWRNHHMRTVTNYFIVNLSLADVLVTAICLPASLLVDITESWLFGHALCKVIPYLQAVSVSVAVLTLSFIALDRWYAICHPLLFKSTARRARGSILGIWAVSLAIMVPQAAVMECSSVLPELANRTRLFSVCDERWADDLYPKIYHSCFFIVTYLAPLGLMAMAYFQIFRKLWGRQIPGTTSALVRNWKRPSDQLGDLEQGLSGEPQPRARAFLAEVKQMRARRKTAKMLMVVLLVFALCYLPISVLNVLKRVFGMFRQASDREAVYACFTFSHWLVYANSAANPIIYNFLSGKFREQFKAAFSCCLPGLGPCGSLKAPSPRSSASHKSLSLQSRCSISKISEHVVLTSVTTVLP
# KCNQ2 block: KCNQ2 potassium channel inhibitors, primary screen, cell-based, CHO-K1, FluxOR thallium flux, B-score (AID 2156); Potassium voltage-gated channel subfamily KQT member 2 (Rattus norvegicus), O88943; B-score at 10 µM; 1.1% of 310,000 active; 20 min; hits give low values;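 active = fluorescence ratio B-score at most minus 3 library SDs, with starting brightness B-score within 2 library SDs, cut at about -5.5 in these data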
# STK33 kinase inh: inhibitors of purified STK33 kinase, primary screen, biochemical, ADP-Glo luminescence, homogeneous, cell-free; Serine/threonine-protein kinase 33 (Homo sapiens), Q9BYT3; MBP phosphorylation; inhibition, % at 10 µM; 0.073% of 320,000 active;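 active = inhibition at or above 25%, using the most active replicate where run in duplicate; inactive = inhibition below 25%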
# Target sequence (Q9BYT3 whole entry, looked up): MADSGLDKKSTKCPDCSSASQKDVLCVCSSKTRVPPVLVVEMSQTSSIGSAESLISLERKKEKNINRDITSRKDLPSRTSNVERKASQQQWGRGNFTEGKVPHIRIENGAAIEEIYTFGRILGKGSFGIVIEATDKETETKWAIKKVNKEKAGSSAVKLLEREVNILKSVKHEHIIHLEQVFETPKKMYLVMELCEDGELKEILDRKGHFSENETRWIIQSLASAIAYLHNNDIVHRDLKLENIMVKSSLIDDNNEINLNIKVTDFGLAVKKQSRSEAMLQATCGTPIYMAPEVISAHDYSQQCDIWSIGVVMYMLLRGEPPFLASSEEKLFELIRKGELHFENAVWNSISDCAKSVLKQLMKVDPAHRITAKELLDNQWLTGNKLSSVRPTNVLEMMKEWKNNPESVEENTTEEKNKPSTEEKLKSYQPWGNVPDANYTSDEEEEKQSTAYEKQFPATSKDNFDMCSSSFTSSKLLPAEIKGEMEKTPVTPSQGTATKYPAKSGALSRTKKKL
# The depositor's hits bear a star; i = inactive; · = no result given; & = joins results of further samples.
SMILES,OX1R antag,KCNQ2 block,STK33 kinase inh
CC1=C(C(N)=O)C(c2cccnc2)n2nc(SCc3ccccc3Cl)nc2N1 (stereo not given),12,i,-4.4
Cc1cc(C)n2nc(C(=O)N/N=C/c3ccc(O)cc3)nc2n1,22,i,0.7
COc1ccc(CNC(=O)CN(C(=O)CCC(=O)Nc2nccs2)c2cccc(C)c2)cc1,16,i,0.5
COc1ccc(NC(=O)Nc2ccc(CC(=O)O)cc2)cc1,9,i,-0.9
Cn1ccnc1SCC(=O)Nc1ccc2ccccc2c1,14,i,-0.6
O=C(CN1CCSCC1)N/N=C/c1cccc(Cl)c1,12,i,-2.2
COc1cc(C(=O)Nc2c(C(=O)O)[nH]c3ccc(Br)cc23)cc(OC)c1OC,5,i,1.8
CCCCn1c(N)c(N(CCOC)C(=O)CSCc2c(C)noc2C)c(=O)[nH]c1=O,14,i,-1.0
Cc1cccnc1NC(=O)CCNS(=O)(=O)c1ccc2c(c1)c(=O)n(C)c(=O)n2C,8,i,-2.6
CC(NC(=O)Nc1ccccc1)C(c1cccs1)N1CCN(c2ccccc2)CC1 (stereo not given),2,·,-0.1
Cc1c(Nc2nc3ccccc3n3cnnc23)cccc1[N+](=O)[O-],-1,i,-0.1
COc1cccc(NC(=O)CN(C)S(=O)(=O)c2ccc3c(c2)CCC(=O)N3)c1,5,i,-0.6
Cc1ccccc1Nc1ncnc2c1cnn2-c1ccccc1,13,i,-2.2
Cc1cc(=O)oc2cc(OCC(=O)Nc3nnc(C4CC4)s3)ccc12,9,i,0.1
COc1ccc2c(c1)C1CC(C)(NC(=O)C1S(=O)(=O)c1ccc(F)cc1)O2 (stereo not given),9,i,-2.1
CCC(=O)c1cc(-c2nc3ccccc3n2C)n(C)c1,10,i,-0.4
CCSc1ccccc1C(=O)Nc1ccc2c(c1)OCO2,21,i,·
CCOC(=O)c1cnc2ccccc2c1Nc1cc(C(=O)O)ccc1C,18,i,-1.1
COc1cccc(C(=O)Nc2ncc3c(n2)CC(c2ccc(OC)cc2OC)CC3=O)c1 (stereo not given),20,i,-1.2
OC(CNC1CCCC1)COc1ccc(Cl)cc1 (stereo not given),-6,i,-2.2
Cc1cc(C)n(-c2nc3c(c(=O)[nH]c(=O)n3C)n2Cc2cccc(Br)c2)n1,25,i,1.2
COCCCNC(=O)c1ccccc1-c1cc(C)no1,12,i,-3.7
O=C(NCCOc1ccccc1F)C1CCC(=O)N(CCc2cccc(F)c2)C1 (stereo not given),15,i,-0.9
COc1ccc(/C=N/NC(=O)c2sc3nc(C)cc(C)c3c2N)cc1,10,i,-1.3
CCOc1ccccc1NC(=O)CCc1nnc2ccc(NCc3ccco3)nn12,9,i,-1.0
Cc1cc(CNC(=S)Nc2ccc(Br)cc2Cl)nn1C,11,i,·
COc1cc(C#N)c(NC(=S)N2CCOCC2)cc1OC,12,i,-1.7
CC(C(=O)O)N1c2cccc3cccc(c23)S1(=O)=O (stereo not given),·,i,0.4
CCOc1cccc(NC(=O)/C(C#N)=C/c2cccnc2)c1,10,i,-0.4
COC(=O)CN(C)C(=O)c1cccc(OC2CCN(S(=O)(=O)N(C)C)CC2)c1,5,i,-0.9
COc1ccc(C(=O)c2ccc(CC(=O)O)s2)cc1,5,i,-1.5
O=C(COC(=O)C1CCN(S(=O)(=O)c2cccs2)CC1)Nc1ccc(F)cc1Cl,3,·,0.1
CCOC(=O)c1c(C)n(-c2ccc(C)cc2)c2ccc(OCC(O)CNCC3CCCO3)cc12 (stereo not given),-2,-6.3*,1.4
CCOC(=O)CSC1=NN2CCS(=O)(=O)N=C2S1,-11,i,-0.3
CCOc1ccc(C(=O)NCCCCNC(=O)c2ccc(OCC)cc2)cc1,10,i,-1.4
COCC(=O)NNS(=O)(=O)c1ccccc1[N+](=O)[O-],14,i,-0.9
CCOC(=O)N1CCN(C(=O)CN(c2cccc(C(F)(F)F)c2)S(C)(=O)=O)CC1,2,i,-3.3
O=C(NCCCn1ccnc1)Nc1ccc(Cl)cc1,4,i,1.4
O=C(O)c1ccccc1OC(=O)C12CC3CC(CC(C3)C1)C2,12,i,-0.6
Cc1nn(C)c(C)c1NC(=O)CN1CCC(O)(c2ccc3c(c2)OCO3)CC1,6,i,-1.2
COc1ccc(CCN2C(=O)CC(N3CCOCC3)C2=O)cc1 (stereo not given),0,i,-2.5
NNC(=O)c1oc2nc(-c3cccs3)cc(-c3ccco3)c2c1N,7,i,1.8
Cc1cc(C)nc(NC(N)=S)n1,2,i,·
COc1cc(OC)c(N(C)S(=O)(=O)c2cccc(C(=O)OCC(=O)c3c[nH]c4ccccc34)c2)cc1Cl,24,i,-2.5
Cc1cc(C)c(S(=O)(=O)Nc2ccc(-c3cn4ccccc4n3)cc2)c(C)c1,39,i,-2.0
CCCc1cc(=O)oc2cc(OCc3ccc(OC)cc3)c(Cl)cc12,6,i,-2.5
CCC(NC(=O)CN1CCN(C(=O)c2cccs2)CC1)c1ccc(C)cc1 (stereo not given),11,·,-1.2
CC(=O)CCS(=O)(=O)c1ccc(NC(C)=O)cc1,7,i,-0.8
CCN(c1ccccc1)C1(O)C(=O)c2ccccc2C1=O,12,i,-1.3
O=C1NC(NS(=O)(=O)c2ccccc2)(C(F)(F)F)C(=O)N1c1cccc(Cl)c1 (stereo not given),14,i,-0.9
CC(=O)Nc1ccc(S(=O)(=O)N(C)CC(=O)NC2CCCC(C)C2C)cc1 (stereo not given),9,i,-0.8
CC12CCC(=O)N1C(C(=O)Nc1ccc(S(=O)(=O)N3CCCCC3)cc1)CS2 (stereo not given),11,i,-1.1
Cc1nc2ccc(NC(=O)N3CCSCC3)cc2nc1C,27,i,-1.3
CCOC(=O)/C=C/C(=O)N1CCN(C(=O)/C=C/C(=O)OCC)CC1,7,i,0.7
CC(C)(C)c1ccc(C(=O)N2CCCCCC2=O)cc1,16,i,-0.1
Cn1cnnc1SCC(=O)Nc1ccc2nc(SCc3ccccc3F)sc2c1,12,i,1.0
C=C(C)CNC(=O)CCc1nnc(Cc2cccc(C(F)(F)F)c2)o1,14,i,-0.2
COc1ccc(C/C(N)=N/OC(=O)C(c2ccccc2)c2ccccc2)cc1OC,21,i,-0.3
Cc1cc(Nc2ccccc2)n(C(=O)c2ccc(N)cc2)n1,-5,i,-1.1
Clc1ccc2[nH]c(-c3ccccc3)cc2c1,49,i,-0.4

# The results go on:
SMILES,OX1R antag,KCNQ2 block,STK33 kinase inh
CCCNC(=O)Nc1nc2ccccc2s1,7,i,2.4
N#CC(=C=[N-])c1nc2ccccc2nc1-[n+]1cccc(NC(=O)c2ccccc2)c1,26&9,i,1.0&-0.5
O=c1c2ccccc2nc2n1C(CSc1ccc(Br)cc1)CN2 (stereo not given),14,i,-0.9
COc1ccc(N(C)S(=O)(=O)c2cccc(C(=O)Nc3nc(C)c(C(C)=O)s3)c2)cc1,22,·,0.0
CCCCc1nnc(NC(=O)Cn2cnc3ccccc3c2=O)s1,7,i,-4.0
Cc1cc(NC(=O)CSc2ccc(-c3ccc(Br)cc3)nn2)no1,10,i,-4.3
CN1C(=O)C2(C(C#N)=C(N)Oc3c2oc(CO)cc3=O)c2ccccc21 (stereo not given),5,i,0.1
CC(NC(=O)c1cnccn1)c1ccc(S(N)(=O)=O)cc1 (stereo not given),13,i,-0.6
CC(=O)NC1C(OCCOc2ccc(Cl)cc2C)OC(CO)C(O)C1O (stereo not given),·,i,-0.4
CCN(CC)C(=O)c1ccc(Nc2nnc(C)c3ccccc23)cc1,12,i,1.1
COc1ccc(CCNC(=O)CSc2nc3[nH]c(=O)cc(O)c3s2)cc1,1,·,-0.9
O=C(Nc1nc(-c2ccccc2)cs1)C1CCCN(S(=O)(=O)c2ccccc2)C1 (stereo not given),23,i,·
Cc1onc(-c2ccccc2Cl)c1C(=O)NC(=S)Nc1ccc(C(C)C)cc1,4,i,-0.9
COc1ccc(C(=O)N/N=C2/SCC(=O)N2Cc2ccc3c(c2)OCO3)cc1OC,5,i,-0.5
COc1cccc(C(=O)N2CCN=C2SC)c1,20,i,-4.9
CC(NC(=O)C(=O)NCCC1=CCCCC1)c1ccccc1 (stereo not given),20,i,-1.5
COc1ccccc1C(CCNCc1ccc(N(C)C)cc1)c1ccc(OC(C)C)cc1 (stereo not given),4,i,0.7
CC1(c2ccccc2Cl)NC(=O)N(CC(=O)NCc2ccc3c(c2)OCO3)C1=O (stereo not given),10,i,-0.8
Cc1cccc(C)c1NC(=O)C(c1cccs1)N(Cc1ccco1)C(=O)Cn1nnc2ccccc21 (stereo not given),11,i,1.3
CCSC1=C(C#N)C(c2ccccc2C)CC(=O)N1 (stereo not given),7,i,-0.7
Cc1csc(NC(=O)CSc2ncnc3c2cnn3-c2ccccc2Cl)n1,38,i,-0.6
Cc1onc(-c2c(Cl)cccc2Cl)c1NC(=O)NN(C)C,7,i,1.7
CC(C)C(=O)N(Cc1cc2ccccc2[nH]c1=O)C(C)(C)C,4,i,-1.4
O=C(C1=C[C@@H](c2ccc(C(F)(F)F)cc2)C[C@@H](OCc2ccc(CO)cc2)O1)N1CCN(Cc2ccccc2)CC1,35,i,0.7
Cc1ccc2oc(C(F)(F)C(F)F)cc(=O)c2c1,5,i,0.1
O=S(=O)(Nc1ccc2nc(-c3ccco3)[nH]c2c1)c1ccccc1,20,i,1.2
Nc1nc(SCn2nnc3ccccc3c2=O)n[nH]1,15,i,-0.7
Cn1cccc1-c1cc(C(=O)N/N=C/c2cc(Br)ccc2O)[nH]n1,15,i,0.5
CSC1=N/C(=C\c2ccc(C)cc2)C(=O)S1,16,i,0.3
CCC(c1nnnn1Cc1ccco1)N1CCC(C(N)=O)CC1 (stereo not given),8,i,0.1

# A different layout for 16 compounds above:
# Below each compound: OX1R antag, KCNQ2 block, STK33 kinase inh
COc1cccc(C(=O)N2CCN=C2SC)c1
 : 20, i, -4.9
CC(NC(=O)C(=O)NCCC1=CCCCC1)c1ccccc1 (stereo not given)
 : 20, i, -1.5
COc1ccccc1C(CCNCc1ccc(N(C)C)cc1)c1ccc(OC(C)C)cc1 (stereo not given)
 : 4, i, 0.7
CC1(c2ccccc2Cl)NC(=O)N(CC(=O)NCc2ccc3c(c2)OCO3)C1=O (stereo not given)
 : 10, i, -0.8
Cc1cccc(C)c1NC(=O)C(c1cccs1)N(Cc1ccco1)C(=O)Cn1nnc2ccccc21 (stereo not given)
 : 11, i, 1.3
CCSC1=C(C#N)C(c2ccccc2C)CC(=O)N1 (stereo not given)
 : 7, i, -0.7
Cc1csc(NC(=O)CSc2ncnc3c2cnn3-c2ccccc2Cl)n1
 : 38, i, -0.6
Cc1onc(-c2c(Cl)cccc2Cl)c1NC(=O)NN(C)C
 : 7, i, 1.7
CC(C)C(=O)N(Cc1cc2ccccc2[nH]c1=O)C(C)(C)C
 : 4, i, -1.4
O=C(C1=C[C@@H](c2ccc(C(F)(F)F)cc2)C[C@@H](OCc2ccc(CO)cc2)O1)N1CCN(Cc2ccccc2)CC1
 : 35, i, 0.7
Cc1ccc2oc(C(F)(F)C(F)F)cc(=O)c2c1
 : 5, i, 0.1
O=S(=O)(Nc1ccc2nc(-c3ccco3)[nH]c2c1)c1ccccc1
 : 20, i, 1.2
Nc1nc(SCn2nnc3ccccc3c2=O)n[nH]1
 : 15, i, -0.7
Cn1cccc1-c1cc(C(=O)N/N=C/c2cc(Br)ccc2O)[nH]n1
 : 15, i, 0.5
CSC1=N/C(=C\c2ccc(C)cc2)C(=O)S1
 : 16, i, 0.3
CCC(c1nnnn1Cc1ccco1)N1CCC(C(N)=O)CC1 (stereo not given)
 : 8, i, 0.1

# (list continues)
SMILES,OX1R antag,KCNQ2 block,STK33 kinase inh
Cc1ccc(C)c(S(=O)(=O)N2CCN(C(=O)Cc3ccccc3)CC2)c1,15,i,-1.7
COc1cccc(C2c3[nH]c4ccccc4c3CCN2Cc2cccc(C)n2)c1 (stereo not given),19,i,·
NC(=O)[C@@H]1CCCN1Cc1c(C(=O)N2CCN(C3CCCCC3)CC2)nc2ccccn12,-1,i,0.5
COc1ccc(Cn2nnnc2C(c2ccccc2OC)N2CCC(C(N)=O)CC2)cc1 (stereo not given),21,i,-1.5
COC(=O)C(CC(=O)Nc1cc(C)ccc1C)Nc1ccccc1OC (stereo not given),38,i,0.1
Cc1cccc(NC(=O)CN2C(=S)NC(C)(C)CC2C)c1C (stereo not given),31,i,-1.2
COc1ccccc1OCC(=O)NCc1nc(-c2ccccc2)no1,12,i,-0.7
Cc1ccc(-n2nnnc2CNC(=O)c2ccc(Br)o2)cc1C,10,i,-2.4
Nc1ccccc1SC1CC(=O)N(c2ccc3c(c2)OCCO3)C1=O (stereo not given),7,i,-1.5
O=C(Cc1ccc(-n2cccc2)cc1)NC1CCCCC1,33,i,-0.5
Cc1sc2nc(NCCO)[nH]c(=O)c2c1C,8,i,0.5
CC1(NC(=O)C23CC4CC(CC(C4)C2)C3)CCS(=O)(=O)C1 (stereo not given),15,i,0.4
Cc1ccc2[nH]c(C)c(/C=N/Nc3nc4ccccc4s3)c2c1,3,i,-1.9
Cc1cc(C)n(CC(O)COc2ccc(Cl)cc2Cl)n1 (stereo not given),17,i,-1.9
COc1cc(/C=N/NC(=S)NCC2CCCO2)cc(OC)c1OC (stereo not given),15,i,-1.3
CCOC(=O)c1sc(NC(=O)CSc2nnnn2-c2ccc(C)cc2C)nc1C,21,i,-0.6
O=C(COC(=O)c1ccc([N+](=O)[O-])o1)NCCc1ccccc1,32*,·,-2.5
Cn1c(C2=C(O)CN(c3ccc4c(c3)OCCO4)C2=N)nc2ccccc21,4,i,0.7
Cc1ccc(NC(=O)NC(=O)CN2C(=O)NC3(CCc4ccccc43)C2=O)c(C)c1 (stereo not given),25,i,-0.5
O=C(N/N=C/c1ccncc1)c1cc([N+](=O)[O-])cc([N+](=O)[O-])c1O,25,i,-0.1

# Screening data from PubChem.
